GluA2 TARP mod: modulators of GluA2-stargazin AMPA receptor complexes, primary screen, cell-based, membrane potential dye | AID 1259245, 2017 | calls only at 30 µM | HEK293 GluA2+stargazin, membrane potential dye (FDSS), glutamate EC50; hits were called plate by plate, in both directions | 40,000 compounds, 3.5% hits;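 active = any of four per-well response measures lying three or more SD from its plate-wide compound average, in either direction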
Target sequence (O88602 whole entry, looked up): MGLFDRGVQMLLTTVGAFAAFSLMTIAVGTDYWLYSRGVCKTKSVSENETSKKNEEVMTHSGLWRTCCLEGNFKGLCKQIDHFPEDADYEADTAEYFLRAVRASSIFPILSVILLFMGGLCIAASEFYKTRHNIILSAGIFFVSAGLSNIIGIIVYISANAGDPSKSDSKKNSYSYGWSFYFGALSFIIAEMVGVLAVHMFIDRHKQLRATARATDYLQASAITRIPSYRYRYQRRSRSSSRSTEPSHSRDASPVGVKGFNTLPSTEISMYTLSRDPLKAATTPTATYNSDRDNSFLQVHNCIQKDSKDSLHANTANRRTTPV
Target sequence (P19491 whole entry, looked up): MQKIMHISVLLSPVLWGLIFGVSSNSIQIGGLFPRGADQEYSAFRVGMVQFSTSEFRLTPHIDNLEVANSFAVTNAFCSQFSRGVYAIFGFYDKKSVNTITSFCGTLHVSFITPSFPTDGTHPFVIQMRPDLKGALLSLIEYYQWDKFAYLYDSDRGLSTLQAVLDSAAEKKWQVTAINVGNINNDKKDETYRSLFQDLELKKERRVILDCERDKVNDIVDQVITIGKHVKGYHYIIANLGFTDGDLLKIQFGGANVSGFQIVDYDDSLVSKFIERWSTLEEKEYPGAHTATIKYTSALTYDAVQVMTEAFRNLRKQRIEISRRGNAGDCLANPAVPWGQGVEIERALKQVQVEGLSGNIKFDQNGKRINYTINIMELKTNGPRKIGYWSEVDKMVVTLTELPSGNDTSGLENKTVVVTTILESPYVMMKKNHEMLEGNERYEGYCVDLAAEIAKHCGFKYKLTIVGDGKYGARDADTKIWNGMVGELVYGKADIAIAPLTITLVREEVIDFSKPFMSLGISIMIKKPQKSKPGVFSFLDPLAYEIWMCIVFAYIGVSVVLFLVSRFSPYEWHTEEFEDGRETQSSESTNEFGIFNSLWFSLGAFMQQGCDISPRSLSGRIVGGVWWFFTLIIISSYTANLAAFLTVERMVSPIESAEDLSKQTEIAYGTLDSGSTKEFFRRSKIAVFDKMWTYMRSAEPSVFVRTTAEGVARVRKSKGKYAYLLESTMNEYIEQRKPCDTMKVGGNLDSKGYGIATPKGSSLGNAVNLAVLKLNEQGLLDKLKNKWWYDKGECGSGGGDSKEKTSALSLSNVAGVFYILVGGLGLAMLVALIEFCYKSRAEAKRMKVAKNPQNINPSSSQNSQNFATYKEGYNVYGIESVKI
GluA2 TARP mod agonism max-min: also measured in GluA2 TARP mod; calls as there; compound max-min signal; compound-alone response (agonism);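 unitless range of fluorescence divided by baseline over first 100 seconds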
GluA2 TARP mod glutamate slope: further read-out of GluA2 TARP mod, marked with its call; glutamate slope, % of max; measured here: glutamate response slope, % max;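 scaled per plate between vehicle wells and maximal 1 mM glutamate control wells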
* marks the source's active call; other numbers are inactive results; i = inactive; + = active, no number. A portion of the library; rates above refer to the full screens.

Each structure is followed by: GluA2 TARP mod, GluA2 TARP mod agonism max-min, GluA2 TARP mod glutamate slope
COC(=O)Cn1c(=O)c2c(nc3n(-c4ccccc4OC)c(-c4ccccc4)cn23)n(C)c1=O
    i, 0.035, 41
COc1ccc(C(=O)NCCOc2ccc3nnc(-c4ccc(F)cc4)n3n2)cc1OC
    i, 0.1, 72
Cc1nnsc1C(=O)Nc1ccc(CC(=O)N2CCOCC2)cc1
    i, 0.12, 33
COc1ccc(S(=O)(=O)CCC(=O)Nc2c3c(nn2C)CCC3)cc1
    i, 0.08, 49
CCCC(=O)Nc1ccccc1NC(=O)c1ccccc1OC
    i, 0.065, 19
Cn1cc(/C=C2\SC(=O)N(CCCC(=O)O)C2=O)c2ccccc21
    i, 0.05, 46
O=C(c1ccc(=O)[nH]n1)N1CCN(Cc2ccccc2)CC1
    i, 0.039, 50
CCOC(=O)C(C#N)C(=O)C1CC1 (configuration not stated)
    i, 0.042, 46
CC(C)(Oc1ccc(Cl)cc1)C(=O)NCC1CCN(C(=O)Nc2ccc(F)cc2)CC1
    i, 0.071, 60
COc1ccc(OC)c(-c2ccc(SCC(=O)NCc3ccccc3)nn2)c1
    i, 0.037, 57
COc1ccc(C(=O)/C=C/c2ccc(O)cc2)cc1
    i, 0.12, 50
COc1ccc(-c2cc3ccc4c(c3oc2=O)CN(CC2CCCO2)CO4)cc1 (configuration not stated)
    i, 0.024, 29
COc1ccc(-n2nnc3c(N4CCN(C(=O)c5c(F)cccc5F)CC4)ncnc32)cc1
    i, 0.16, 69
Cc1ccc(NCCNC(=O)c2ccc(Oc3ccc(C)nn3)cc2)nn1
    i, 0.082, 60
COc1ccc(C(F)(F)F)cc1NC(=O)CSc1ccc(NC(=O)C(C)C)nn1
    i, 0.15, 58
O=C(NCCc1csc2nc(-c3cccc(F)c3)nn12)c1nc2ccccc2s1
    i, 0.07, 42
O=C(CCN1C(=O)c2ccccc2S1(=O)=O)NCc1cccs1
    i, 0.06, 43
COc1ccc(OC)c2sc(N(Cc3ccncc3)C(=O)C3CCCCC3)nc12
    i, 0.048, 34
CCOc1ccccc1C(=O)NCC(O)c1cccn1C (configuration not stated)
    i, 0.073, 62
CCn1nnc2c(NCc3ccc4[nH]c(C)cc4c3)ncnc21
    i, 0.14, 65

An excerpt from above in order of SMILES length, lowest first:
Each structure is followed by: GluA2 TARP mod, GluA2 TARP mod agonism max-min, GluA2 TARP mod glutamate slope
CCn1nnc2c(NCc3ccc4[nH]c(C)cc4c3)ncnc21
    i, 0.14, 65
Cn1cc(/C=C2\SC(=O)N(CCCC(=O)O)C2=O)c2ccccc21
    i, 0.05, 46
COc1ccc(OC)c2sc(N(Cc3ccncc3)C(=O)C3CCCCC3)nc12
    i, 0.048, 34
COc1ccc(C(F)(F)F)cc1NC(=O)CSc1ccc(NC(=O)C(C)C)nn1
    i, 0.15, 58
COC(=O)Cn1c(=O)c2c(nc3n(-c4ccccc4OC)c(-c4ccccc4)cn23)n(C)c1=O
    i, 0.035, 41

Full records from above.
CCCC(=O)Nc1ccccc1NC(=O)c1ccccc1OC in the list: GluA2 TARP mod = i; GluA2 TARP mod agonism max-min = 0.065; GluA2 TARP mod glutamate slope = 19
COC(=O)Cn1c(=O)c2c(nc3n(-c4ccccc4OC)c(-c4ccccc4)cn23)n(C)c1=O in the list: GluA2 TARP mod = i; GluA2 TARP mod agonism max-min = 0.035; GluA2 TARP mod glutamate slope = 41
COc1ccc(-c2cc3ccc4c(c3oc2=O)CN(CC2CCCO2)CO4)cc1 (configuration not stated) in the list: GluA2 TARP mod = i; GluA2 TARP mod agonism max-min = 0.024; GluA2 TARP mod glutamate slope = 29

New compounds follow
Each structure is followed by: GluA2 TARP mod, GluA2 TARP mod agonism max-min, GluA2 TARP mod glutamate slope
CC(C(=O)Nc1cc(Cl)ccc1C#N)N1C(=O)c2ccccc2S1(=O)=O (configuration not stated)
    i, 0.042, 29
COc1ccc(OC)c(S(=O)(=O)Nc2ccc(N3CCCC3=O)c(C)c2)c1
    i, 0.048, 47
O=C(Nc1ccc(Cl)cc1F)C1c2ccccc2Oc2ccccc21
    i, 0.083, 4
CCCN1C(=O)NC2(CCN(C(=O)Nc3cccc(C(F)(F)F)c3)CC2)C1=O
    i, 0.076, 25
COc1ccc(-c2ccc(=O)n(CCNS(=O)(=O)c3ccc(C)c(C)c3)n2)cc1
    i, 0.066, 11
O=C(CSc1ccc(NC(=O)c2ccco2)nn1)Nc1ccc(OC(F)(F)F)cc1
    i, 0.11, 37
COc1ccc2c(-c3cc4cc(Br)ccc4oc3=O)cc(=O)oc2c1
    i, 0.2, 62
Cn1cnnc1SC1CCCCC1NS(=O)(=O)c1ccccc1 (configuration not stated)
    i, 0.041, 46
Cc1ccccc1-n1nnnc1SCCC(=O)Nc1ccccc1
    i, 0.096, 57
CCCC(=O)Nc1ccc2c(c1)CC(=O)N2
    i, 0.077, 57
CCc1ccc(N2CC(c3nc4ccccc4n3Cc3ccccc3)CC2=O)cc1 (configuration not stated)
    i, 0.085, 35
COc1ccc(C)cc1NC(=O)C(=O)NCC1CCN(C(=O)/C=C/c2ccco2)CC1
    i, 0.083, 62
Cc1cc(NC(=O)COc2ccccc2C)n(-c2nc3c(cnn3-c3ccc(C)c(C)c3)c(=O)[nH]2)n1
    i, 0.1, 32
O=C(CCCNC(=O)c1cc(-c2ccco2)on1)Nc1cccc2cccnc12
    i, 0.092, 61
OC(COCC12CC3CC(CC(C3)C1)C2)CN1CCN(c2cccc(C(F)(F)F)c2)CC1 (configuration not stated)
    i, 0.11, 64
Cc1cc(N(C)C)nc(NCCNC(=O)Nc2cccc(C(F)(F)F)c2)n1
    +, 0.23*, 62*
Cc1cc(C)nc(SCc2c(C(=O)NCc3ccccc3Cl)nnn2-c2ccccc2)n1
    i, 0.068, 65
CCOc1ccc(C(=O)Nc2nnc(-c3cc(C)n(C)n3)o2)cc1
    i, 0.16, 41
Cc1ccnc(NC(=O)Cc2cc(-c3ccccc3F)on2)c1
    +, 0.044*, 66*
Cc1nnsc1C(=O)N1CCC(CNC(=O)C23CC4CC(CC(C4)C2)C3)CC1
    i, 0.044, 32
COc1cc(C)c(Cl)cc1S(=O)(=O)N1CCC(C)CC1
    i, 0.077, 52
O=C(Nc1ccc(Cl)c(Cl)c1)c1ccc(N2CCCCS2(=O)=O)cc1
    i, 0.098, 52
O=C(Nn1cnc2c(cnn2-c2cccc(Cl)c2)c1=O)c1ccc(F)c(F)c1
    i, 0.085, 66
Cn1c(SCc2nc(-c3ccccc3)no2)nc2ccsc2c1=O
    i, 0.092, 68
Cc1noc(C2CN(C(=O)c3ccc(-n4cccc4)cc3)C2)n1
    i, 0.12, 77
CN1CCc2c(sc(NC(=O)c3nc4ccccc4s3)c2-c2nc3ccccc3s2)C1
    i, 0.11, 65
Cc1cc(C)c2c(=O)[nH]c(SCC(N)=O)nc2n1
    +, 0.15*, 41*
COc1ccc(NC(=O)CCCS(=O)(=O)c2ccccc2)c([N+](=O)[O-])c1
    i, 0.1, 65
CCn1c(SCC(=O)N2CCC(C)CC2)nnc1-c1cn(C)nc1OC
    i, 0.077, 60
CCOCCCNc1oc(-c2ccc(S(=O)(=O)N3CCC(C)CC3)cc2)nc1C#N
    i, 0.13, 73
Cc1sc(NC(=O)CS(=O)(=O)Cc2ccccc2)c(C#N)c1C
    i, 0.09, 59
Cc1nnsc1C(=O)NCCC(O)c1cccs1 (configuration not stated)
    i, 0.1, 59
COc1ccc(S(=O)(=O)N2CCCc3cc(NC(=O)CCC4CCCC4)ccc32)cc1
    i, 0.12, 69
CC(C)(C)n1nc2c(c1NC(=O)C(=O)NCc1ccc(Cl)cc1)CS(=O)(=O)C2
    i, 0.058, 88
COc1ccc(-c2cc(CC(=O)N3c4ccc(F)cc4CCC3C)no2)cc1OC (configuration not stated)
    i, 0.039, 50
O=C(Cc1cccs1)NCCCN1CCOC(c2ccccc2)C1 (configuration not stated)
    i, 0.045, 36

Shown with each value named: entries from further up
COc1cc(C)c(Cl)cc1S(=O)(=O)N1CCC(C)CC1
- GluA2 TARP mod: i
- GluA2 TARP mod agonism max-min: 0.077
- GluA2 TARP mod glutamate slope: 52

O=C(Nc1ccc(Cl)c(Cl)c1)c1ccc(N2CCCCS2(=O)=O)cc1
- GluA2 TARP mod: i
- GluA2 TARP mod agonism max-min: 0.098
- GluA2 TARP mod glutamate slope: 52

O=C(Nn1cnc2c(cnn2-c2cccc(Cl)c2)c1=O)c1ccc(F)c(F)c1
- GluA2 TARP mod: i
- GluA2 TARP mod agonism max-min: 0.085
- GluA2 TARP mod glutamate slope: 66

Cn1c(SCc2nc(-c3ccccc3)no2)nc2ccsc2c1=O
- GluA2 TARP mod: i
- GluA2 TARP mod agonism max-min: 0.092
- GluA2 TARP mod glutamate slope: 68

Screens deposited in PubChem BioAssay by Vanderbilt High Throughput Screening Facility.
